High-throughput results as filed in PubChem.
NCI-60 one-dose screen, 48 h, at 10 µM unless noted. Numbers give growth in % (100 = growth as untreated, 0 = no growth, -100 = all killed).
CCRF-CEM: CCRF-CEM leukemia | AID 1794778 | 7% of 77,000 active
LOX_IMVI: LOX IMVI melanoma | 7.4% of 79,000 active
EKVX: EKVX NSCLC; 3% of 71,000 active
SK-MEL-5: SK-MEL-5 melanoma; 6.4% of 80,000 active
A549/ATCC: A549/ATCC NSCLC; 3.7% of 81,000 active
HOP-62: HOP-62 NSCLC; AID 1794735; 3.9% of 80,000 active
HOP-92: HOP-92 NSCLC cells; 6.3% of 71,000 active
M14: M14 melanoma. 6.2% of 80,000 active. AID 1794745
* hit, by the source's call. How the source made its calls: active means growth percent below 10; inactive means the rest. Not all compounds are listed; the hit share may differ from the screen's.

SMILES CCRF-CEM LOX_IMVI EKVX SK-MEL-5 A549/ATCC HOP-62 HOP-92 M14
CC(=O)Nc1ccc(C(=O)O)cc1 97.9 92.5 107.3 103.0 107.6 120.2 115.6 102.6
CC(C)C[C@@H](CN)CC(=O)O 74.8 87.5 109.3 95.2 103.2 92.2 124.9 96.3
